HSF1 inhib – HSF1 inhibition | NIH3T3-HGL HSE-luciferase, MG132-induced, luminescence 8 h; active compounds read low | activity change, negative = inhibition, % at 7.5 µM (by protocol) | hit rate 0.77% among 300,000 | AID 2098;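 active means more than half of replicate wells show activity change below -50%, luminescence cut by over half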;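 further: luciferase reports HSF-1 transcriptional activity via heat shock element; 0% = median of DMSO wells and -100% = zero luminescence signal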
KLF5 inhibitor – suppresses KLF5 promoter-driven expression; DLD-1 KLF5 promoter-luciferase reporter, luminescence; AID 1700; hit rate 0.23% among 290,000; inhibition, % at 5 µM;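 active means inhibition above a per-plate limit of that plate's mean compound inhibition plus 3 SD, cut at about 60% in these data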;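 further: 0% = DMSO wells and 100% = LY294002 at 200 µM; higher means less KLF5 promoter-driven luciferase light; inactives centre near -14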
HSF1 activator – increases HSF-1 driven luciferase reporter signal; NIH3T3-HGL HSF-1 luciferase reporter, MG132, 8 h; 100% = twice DMSO control signal; activation, % at 9 µM; hit rate 1.7% among 300,000;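 active means mean replicate activation of at least 50% with a set share of replicates each reaching 50%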;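 further: 0% = median of the neutral control wells and 100% = twice that signal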
GSK3 alpha inh – human GSK-3 alpha kinase inhibition. P49840. ADP-Glo luminescence, 60 min. inhibition, % at 10 µM. hit rate 0.1% among 320,000. AID 2650;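 in the data active means inhibition above about 50%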;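 further: GST-tagged GSK-3 alpha with peptide substrate and 25 µM ATP; 0% = DMSO neutral wells and 100% = GW8510 positive control wells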
Target sequence (P49840 whole entry, looked up): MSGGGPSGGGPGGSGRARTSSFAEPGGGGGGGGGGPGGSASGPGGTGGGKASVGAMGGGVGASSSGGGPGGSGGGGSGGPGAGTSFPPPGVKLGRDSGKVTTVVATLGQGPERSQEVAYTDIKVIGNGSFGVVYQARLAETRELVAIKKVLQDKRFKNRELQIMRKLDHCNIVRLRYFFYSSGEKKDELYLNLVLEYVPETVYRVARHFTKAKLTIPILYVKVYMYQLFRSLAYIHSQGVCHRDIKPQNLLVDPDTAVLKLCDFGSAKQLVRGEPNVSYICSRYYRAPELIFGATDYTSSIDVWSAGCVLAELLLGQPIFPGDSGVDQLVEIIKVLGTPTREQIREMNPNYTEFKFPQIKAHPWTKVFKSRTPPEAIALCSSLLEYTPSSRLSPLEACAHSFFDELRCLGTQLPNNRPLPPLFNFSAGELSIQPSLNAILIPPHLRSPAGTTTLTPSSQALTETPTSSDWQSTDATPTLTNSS
AI-2 QS mod – modulators of Vibrio harveyi AI-2 quorum sensing system; hit rate 0.4% among 300,000; activity change, % at 7.5 µM; Vibrio harveyi JMH597 AI-2 luminescence/OD600 ratio, 9 h; active compounds read low; strain lacks LuxN and CqsS sensors; 0 = neutral-control median; in the data active means activity change below about -75%, passing the limit was not always enough;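 further: luminescence divided by OD600 gain over 9 h not by final OD600 alone; inactives centre near 13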
HSP90 inh – blocks HSP90-mediated luciferase refolding in reticulocyte lysate | inhibition, % at 5.6 µM | hit rate 0.91% among 290,000 | Rabbit reticulocyte lysate, luciferase refolding luminescence, 3 h | AID 1789;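 active means inhibition above the screen-wide mean plus 3 SD, computed separately per campaign, cut at about 16% in these data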;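 further: 0% = DMSO wells and 100% = 60 µM geldanamycin wells; inhibitors lower the luminescence because luciferase stays unfolded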
aSyn 5UTR inh – 5' untranslated region of α-synuclein, MLPCN primary screen; AID 1813; inhibition, % (tested at 7.5 µM); alpha-synuclein 5'UTR reporter, inhibitor activity; hit rate 0.82% among 300,000; in the data active means inhibition above about 60%;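 further: H4 neuroglioblastoma cells stably carrying SNCA 5'UTR luciferase fusion; 0% = DMSO wells and 100% = positive control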
GSK3beta inhib – blocks human GSK3beta kinase activity. P49841. GST-GSK3beta kinase, ADP-Glo luminescence, 60 min; active compounds read low. activity score (negative = inhibition), % at 10 µM. hit rate 0.038% among 300,000;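 active means more than half of replicate wells score below -50%, meaning over 50% inhibition versus plate controls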;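 further: 0% = median DMSO wells and -100% = median GW8510 positive control wells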
Target sequence (P49841 whole entry, looked up): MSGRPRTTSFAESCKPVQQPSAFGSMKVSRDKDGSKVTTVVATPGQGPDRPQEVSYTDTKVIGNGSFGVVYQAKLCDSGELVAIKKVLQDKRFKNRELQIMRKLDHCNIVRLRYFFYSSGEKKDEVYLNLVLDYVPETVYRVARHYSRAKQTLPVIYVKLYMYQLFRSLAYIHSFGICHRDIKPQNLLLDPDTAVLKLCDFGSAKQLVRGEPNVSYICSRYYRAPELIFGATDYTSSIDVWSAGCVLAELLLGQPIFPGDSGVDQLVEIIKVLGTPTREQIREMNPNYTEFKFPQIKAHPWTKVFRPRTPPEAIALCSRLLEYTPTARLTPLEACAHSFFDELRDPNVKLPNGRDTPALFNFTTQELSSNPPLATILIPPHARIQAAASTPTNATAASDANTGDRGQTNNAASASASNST
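Test system: GST-tagged human GSK3beta kinase, cell-free; evaluation: activity score scaled between in-plate DMSO and GW8510 controls; measured by: ADP-Glo luminescence; incubation: 60 min reaction, RT; benchmarks: DMSO and 20 µM GW8510; reagent: peptide substrate plus 25 µM ATP (final); medium: Tris/MgCl2 kinase buffer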
PolyA inhibitor – yeast polyadenylation inhibition; hit rate 0.02% among 300,000; calls only at 12 µM; S. cerevisiae SKY197-pL101 polyadenylation reporter, beta-gal luminescence; efflux-impaired pdr1/pdr3 knockout yeast; score 100 = 6 SD above DMSO;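 active means lowest replicate activity score at least 50, where 100 means six control SD above control mean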;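 further: yeast exposed to compound for 9 h at 30 °C; higher score means more reporter readthrough which indicates perturbed polyadenylation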
IEC-6 cytotox – kills IEC-6 intestinal cells in KLF5 counter-screen; IEC-6 cytotoxicity, luminescence viability; inhibition, % at 5 µM; hit rate 0.78% among 290,000; AID 1825; in the data active means inhibition above about 22%;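 further: 0% = plate median of test compound wells and 100% = cytotoxic reference compound wells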
* marks the source's active call; other numbers are inactive results; i = inactive; / = not tested or not shown.

Below each compound – HSF1 inhib | KLF5 inhibitor | HSF1 activator | GSK3 alpha inh | AI-2 QS mod | HSP90 inh | aSyn 5UTR inh | GSK3beta inhib | PolyA inhibitor | IEC-6 cytotox
1) Clc1cccc(N=NN2CCOCC2)c1Cl
  1 | 0 | 5 | -3 | 18 | 1 | -14 | 3 | i | 4
2) O=S1(=O)OCCC(c2ccccc2)N1Cc1ccccc1 (stereo unspecified)
  3 | 4 | -4 | -1 | 10 | -1 | 2 | -3 | i | 7
3) O=C(Nc1cccc(Cl)c1)C1CCN(C(=O)c2cccs2)CC1
  4 | 13 | 2 | -1 | 16 | -5 | -2 | 0 | i | 5
4) C=CCC1(CC=C)CCCN1C(=O)C1CCC(=O)N(CCc2ccc(OC)cc2)C1 (stereo unspecified)
  40 | -88 | 37 | -1 | 8 | -6 | -210 | -27 | i | 6
5) COc1ccc(S(=O)(=O)N(C)CC(=O)Nc2ccccc2OC)cc1
  -2 | -55 | 1 | -5 | 18 | 3 | 18 | 2 | i | -6
6) C=CCNC(=S)Nc1ccc2cn[nH]c2c1
  / | -1 | / | 23 | 9 | 0 | 15 | -6 | i | -8
7) Cc1ccc(NC(=O)c2cccc(S(=O)(=O)N3CCN(c4ccc(F)cc4)CC3)c2)nc1
  1 | -5 | 2 | -2 | 6 | 2 | 5 | 3 | i | 2
8) COc1ccc(CCn2c(C)c(C(C)=O)c3cc(OC(=O)c4ccco4)ccc32)cc1OC
  6 | -12 | 2 | 1 | 6 | 7 | 10 | 1 | i | 10
9) Cc1cc(=O)oc2cc(Oc3ncccn3)ccc12
  -6 | -39 | -15 | 0 | 20 | 0 | 15 | 4 | i | -6
10) COc1ccccc1CN1CC(C(=O)NCCc2ccc(Cl)cc2)CC1=O (stereo unspecified)
  0 | -31 | -6 | -2 | 16 | 2 | 13 | -1 | i | 0
11) O=C(CSc1nc2[nH]ncc2c(=O)[nH]1)NCc1ccccc1
  -8 | -4 | -2 | -1 | 26 | 0 | -2 | 3 | i | -13
12) Cc1ccc(C(=O)CSc2nnc(-c3ccco3)o2)o1
  1 | -13 | 9 | -3 | 8 | 4 | -28 | 3 | i | -6
13) COc1cccc(Nc2nc3ccccc3n3nnnc23)c1
  4 | -18 | 6 | -5 | -4 | 2 | -65 | -2 | i | 5
14) O=C(O)CCc1ccc(-c2ccc(Cl)cc2)n1Cc1ccco1
  12 | -39 | 47 | -4 | -22 | 1 | -13 | 1 | i | 1
15) COCC(=O)N1CCCc2ccccc21
  -6 | -18 | -7 | 1 | 30 | -2 | -10 | 0 | i | 2
16) COc1cc(C)ccc1OCc1cc(C(=O)N(C)CCCN2CCOCC2)no1
  -2 | -138 | -21 | 0 | 7 | 1 | 2 | 1 | i | -6
17) CN(C(=O)c1ccc(OC2CCN(CCc3ccccc3)CC2)cc1)C1CCOC1 (stereo unspecified)
  -4 | -12 | 5 | 0 | 20 | 0 | 29 | 1 | i | -4
18) COc1ccc(OC)c(C(=O)CCCC(=O)c2cc(OC)ccc2OC)c1
  -1 | -40 | 3 | 0 | 28 | -2 | 2 | -3 | i | 1
19) COc1ccccc1C(=O)C1CCCN(Cc2ccc(Oc3ncccn3)cc2)C1 (stereo unspecified)
  -6 | -27 | -5 | -1 | 8 | -2 | 7 | -1 | i | 0
20) CCOCCCN(C(=O)c1ccco1)C(C(=O)NC1CCCC1)c1cccc(OC)c1OC (stereo unspecified)
  -2 | -19 | 1 | / | 15 | -2 | -25 | 3 | i | 0
21) CCOC(=O)c1[nH]c(C)c(C(=O)NC2CCCC2)c1C
  9 | -10 | 6 | -1 | 26 | -1 | 7 | 4 | i | 2
22) COc1ccc(-c2[nH]ncc2N=Nc2cc(C)cc(C)c2)cc1
  -18 | 28 | -17 | -2 | 3 | 5 | 16 | -2 | i | 6
23) Cc1ccc(CCNC(=O)C2CCC(=O)N(Cc3cccc(F)c3)C2)cc1 (stereo unspecified)
  3 | -32 | 7 | -1 | 39 | -5 | -5 | 2 | i | -12
24) COc1ccc(C(C(=O)NC2CCCCC2)N(C(=O)c2ccco2)c2ccccc2OC)cc1 (stereo unspecified)
  1 | 3 | 12 | 0 | 6 | 4 | 21 | -2 | i | -2
25) CCCCCCCCOC(=O)C(NC(=O)CCC(=O)Nc1ccc(S(N)(=O)=O)cc1)C(O)c1ccccc1 (stereo unspecified)
  0 | 0 | 6 | 0 | 11 | -6 | 4 | 0 | i | 4
26) CCCn1c(SCC(=O)Nc2cc(C)on2)nc2c1c(=O)n(C)c(=O)n2C
  -10 | -24 | -5 | 0 | 14 | 1 | 29 | -2 | i | -3
27) O=C(CN(CCc1ccccc1)S(=O)(=O)c1ccc(Br)cc1)N/N=C/c1ccccc1C(=O)O
  -6 | -27 | -3 | 5 | 16 | 0 | -12 | -1 | i | -3
28) Cc1[nH]n(-c2ccc([N+](=O)[O-])cc2)c(=O)c1/C=N/N1CCOCC1
  8 | -32 | 14 | 0 | 8 | -7 | -21 | 0 | / | 8
29) CCc1ccc(Oc2cc(Cl)nc(N)n2)cc1
  10 | -49 | 10 | 1 | 25 | 0 | -61 | 0 | i | -6
30) O=C(NNC(=O)c1ccccc1-n1cccc1)c1ccc(Cl)cc1
  0 | -40 | -2 | -3 | 17 | -5 | -2 | 1 | i | -2

Next section:
Below each compound – HSF1 inhib | KLF5 inhibitor | HSF1 activator | GSK3 alpha inh | AI-2 QS mod | HSP90 inh | aSyn 5UTR inh | GSK3beta inhib | PolyA inhibitor | IEC-6 cytotox
31) Cc1sc2nc(CSc3ccccc3)nc(N3CCC(C(N)=O)CC3)c2c1C
  4 | -20 | 11 | 5 | 1 | 5 | 41 | 0 | i | 2
32) COc1cccc2c1OCC(CN1CCN(CCC(C)C)C(CCO)C1)=C2 (stereo unspecified)
  -10 | -57 | -30 | -5 | 10 | 4 | 31 | -2 | i | 7
33) Cn1c(=O)[nH]c(=O)c2c1nc(N1CCCCC1)n2CCSc1ncccn1
  2 | / | 7 | 0 | 18 | / | 7 | 4 | i | /
34) O=C(CN1CCN(CC(=O)Nc2ccccn2)CC1)Nc1ccccn1
  -1 | -20 | 10 | 4 | 12 | 4 | -4 | -4 | i | -1
35) Cc1ccc2nc(SCC(=O)Nc3cc(C(F)(F)F)ccc3N3CCOCC3)[nH]c2c1
  1 | 55 | -1 | -24 | 24 | -1 | 96* | -1 | i | 82*
36) COCCCn1c(=O)c2sccc2n(Cc2cccc(F)c2)c1=O
  -4 | -51 | -11 | -1 | -1 | -1 | 10 | -2 | i | 0
37) C=CCN1C(=O)C(CC(=O)O)SC1=Nc1ccc(N=Nc2ccccc2)cc1 (stereo unspecified)
  -4 | -18 | 7 | -4 | 14 | 0 | 11 | 0 | i | 5
38) Cc1ccc(C(=O)C(C)Oc2ccc3ccc(=O)oc3c2)cc1 (stereo unspecified)
  -2 | -32 | 12 | -1 | -4 | 3 | 3 | 4 | i | 5
39) C=C(C)CNC(=S)/N=c1\scc(C)n1CC
  9 | -10 | 36 | -3 | -1 | 0 | -25 | 0 | i | 3
40) CC(C)(C)C(=O)[C@@H]1[C@@H]2C(=O)N(c3ccc4c(c3)OCCO4)C(=O)[C@@H]2C2c3ccccc3C=CN21 (stereo partly specified)
  -4 | -45 | -23 | 0 | 10 | 3 | -13 | 1 | / | -8
41) COc1cc(/C=C/C(=O)OCC(=O)Nc2oc(C)c3c(C)n[nH]c(=O)c23)ccc1OC(F)F
  -5 | / | -9 | -2 | 25 | / | -10 | 1 | i | /
42) COc1ccc(S(=O)(=O)N(C)CC(=O)NCc2ccc3c(c2)OCO3)cc1
  0 | 7 | 4 | -2 | 4 | 8 | -3 | 8 | i | -3
43) C=CCOc1ccccc1CN1CCC(Cc2ccccc2)CC1
  -8 | -33 | -10 | 3 | 25 | -2 | 2 | 2 | i | 2
44) C=C(C)c1cccc(C(C)(C)NC(=O)NC2CC(C)(C)NC(C)(C)C2)c1
  0 | -14 | -2 | 0 | 6 | 0 | -21 | 0 | i | 6
45) CCN1C(=O)c2cccc3c(NC(=O)C4CCCCC4)ccc1c23
  12 | -15 | 29 | -2 | 27 | 0 | -10 | 2 | i | 0
46) COc1ccc(/C=N/Nc2cc(OC)ncn2)cc1
  33 | -58 | 69* | 2 | 29 | 18* | 19 | -1 | i | -12
47) CC(NC(=S)Nc1ccc(Cl)cc1)C(c1ccccc1)N1CCOCC1 (stereo unspecified)
  11 | 36 | 43 | 2 | 13 | -1 | 11 | 3 | i | 9
48) Cc1cc(C(=O)OCC(=O)Nc2ccc(S(N)(=O)=O)cc2)c2ccccc2n1
  / | -6 | / | -2 | 17 | 1 | 5 | -1 | i | -5
49) Fc1ccc(C2=Nc3cccc4cccc(c34)N2)cc1
  -5 | -4 | 9 | -1 | 18 | 0 | 2 | 8 | i | -3
50) O=C(NCc1ccc2c(c1)OCO2)c1cccs1
  5 | -3 | 7 | 3 | 28 | 0 | 5 | 3 | i | -2
51) O=[N+]([O-])c1ccccc1COc1ccc(Cl)c2cccnc12
  11 | -43 | 44 | 0 | 14 | 21* | 8 | 0 | i | 15
52) CCOC(=O)CC1C(=O)NCCN1S(=O)(=O)c1ccc(Cl)c(Cl)c1 (stereo unspecified)
  -5 | 19 | 4 | 0 | -8 | 1 | 23 | 2 | i | 2
53) Cn1c(SCC(=O)N2CCOCC2)nnc1-c1cccc(NC(=O)c2ccccc2)c1
  -2 | 23 | -4 | -4 | 31 | -4 | -2 | -2 | i | -3
54) CCCC(=O)Nc1ccc2oc(=O)ccc2c1
  -4 | -47 | 13 | -1 | 13 | -4 | 13 | -1 | i | -2
55) O=C(CN1CCN(c2ccc(F)cc2)CC1)NCc1cccs1
  -7 | -6 | 11 | 0 | 12 | -6 | -6 | 0 | i | -4
56) CCOC(=O)c1csc(-c2ccc([N+](=O)[O-])cc2)n1
  9 | -21 | 3 | -3 | 5 | 4 | -67 | 1 | i | 0
57) COCCn1nnnc1C(C(C)C)N1CCC(Cc2ccccc2)CC1 (stereo unspecified)
  -2 | -21 | -18 | -3 | 5 | 0 | 31 | -1 | i | 1
58) CCOc1ccc(N2C(=O)CN(O)C=C3N=c4ccccc4=C32)cc1
  11 | -17 | 19 | 9 | 9 | -1 | 17 | -2 | i | 1
59) Cc1[nH]c2ccccc2c1C(=O)COC(=O)c1ccc2c(=O)n3c(nc2c1)CCC3
  16 | 0 | 25 | 1 | 11 | -1 | 30 | 2 | i | -4
60) COc1ccc(CNC(=O)COC(=O)c2ccccn2)cc1
  -3 | -8 | -6 | -2 | 19 | 3 | -10 | 1 | i | 6
61) COc1cc(C(=O)NCC(=O)Nc2ccc(F)c(F)c2)ccc1OCC(=O)N1CCOCC1
  0 | / | 10 | -1 | 5 | / | 3 | -2 | i | /

These rows are one share of the data. The share of hits here may be higher or lower than overall.
